Source: PubChem BioAssay (National Center for Advancing Translational Sciences (NCATS))
uPA generation – cell surface uPA generation inhibition | Potency, µM (titrated, usually from 38.3 µM), for inactives: top-dose activity change, negative = inhibition, hits mostly inhibitors | cell surface uPA generation assay, qHTS | AID 540303 | 330,000 tested, 0.31% active; active = well fitted inhibition curve with a large enough effect; inconclusive = small, poorly fitted or top-dose-only effect; inactive = no such curve, though single readings can be large or run the other way; tested in mouse RAW 264.7 cells; note: potency is the fitted concentration of half-maximal effect; % is set by controls: 0 for no effect and ±100 for the full control effect; nearly all actives have a fitted effect of over 55% in size
ELG1 genotox – induces genotoxicity in HEK293T cells with luciferase-tagged ELG1. HEK293T ELG1-luciferase reporter, luminescence, 16 h. Potency, µM (titrated, usually from 46 µM), inactives show at the highest dose activity change, positive = activation, hits mostly activators. 330,000 tested, 1.3% active; note: potency is the fitted concentration of half-maximal effect; % of control where 0% means no effect; nearly all actives have a fitted effect of over 60% in size
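HEK293T cells expressing luciferase-tagged ELG1 were treated with compound or DMSO for 16 hr at 37°C. Luciferase activity was then read after 30 min with ONE-Glo at room temperature; rising signal flags genetic stress.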
RORgamma inh – ROR gamma (mouse) transcription inhibition; P51450; Drosophila S2 Gal4-RORgamma UAS-luciferase reporter, 20 h; Potency, µM (series often up to 53.6 µM), for inactives: at the highest dose activity change, negative = inhibition, actives largely listed as inhibitors; 310,000 tested, 5.4% active; note: potency is the fitted concentration of half-maximal effect; % is set by controls: 0 for no effect and ±100 for the full control effect; nearly all actives have a fitted effect of over 60% in size
Target sequence (P51450 whole entry, looked up, the tested form may be a part): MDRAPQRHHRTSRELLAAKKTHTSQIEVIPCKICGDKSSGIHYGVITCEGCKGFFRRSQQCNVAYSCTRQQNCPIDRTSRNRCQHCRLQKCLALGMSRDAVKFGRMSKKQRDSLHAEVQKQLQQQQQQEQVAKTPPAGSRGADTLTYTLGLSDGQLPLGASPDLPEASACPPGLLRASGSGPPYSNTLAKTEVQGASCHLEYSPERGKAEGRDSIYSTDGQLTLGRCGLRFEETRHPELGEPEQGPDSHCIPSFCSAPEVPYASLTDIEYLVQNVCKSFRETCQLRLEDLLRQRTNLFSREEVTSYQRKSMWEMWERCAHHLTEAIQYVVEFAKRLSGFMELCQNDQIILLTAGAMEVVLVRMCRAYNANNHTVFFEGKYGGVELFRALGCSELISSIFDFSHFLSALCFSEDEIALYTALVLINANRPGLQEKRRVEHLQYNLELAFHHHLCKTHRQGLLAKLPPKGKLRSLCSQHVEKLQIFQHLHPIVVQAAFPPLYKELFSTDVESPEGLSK
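A Gal4/UAS one-hybrid system in insect cells: metallothionein-promoter Gal4–ROR gamma fusion plus Photinus luciferase reporter. Copper sulfate 700 uM final, 20 hr ambient incubation, luminescent detection after 10 min with reagent.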
Giardia kill – kills Giardia lamblia; Giardia lamblia trophozoite viability; activity change, % at 7.66 µM, hits read low; 340,000 tested, 0.15% active; AID 540267; in the data active = activity change below about -80%; inconclusive = between about -30% and that limit;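 note: parasites exposed to compound for two days anaerobically before the ATP read; % is set by controls: 0 for no effect and ±100 for the full control effect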
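Trophozoites 100 cells/well + cpd; 48 hrs, 37 deg C, anaerobic. ATPLite 1-Step added, 15-30 min RT, luminescence read (ATP-based viability).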
FBPA coupling cs – coupling enzyme interference in Giardia aldolase counter-screen | coupling enzyme system counterscreen, AmpLite Red fluorescence | 290,000 tested, 0.67% active | AID 2472 | activity change, negative = inhibition, % at 58.2 µM, hits read low; in the data active = activity change below about -30%; note: % is set by controls: 0 for no effect and ±100 for the full control effect
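Final compound at 57.5 uM, incubated 10 min at RT with coupling enzyme reagent (glyceraldehyde-3-phosphate), then 20 min with substrate and AmpLite Red detection. Fluorescence read at 525/598 nm; tests interference with the coupling assay, not aldolase inhibition.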
VP16 counter – Gal4-VP16 reporter inhibition counter-screen | Drosophila S2 Gal4-VP16 UAS-luciferase, luminescence, 20 h | Potency, µM (series often up to 53.6 µM), inactives show top-dose activity, negative = inhibition, most hits filed as inhibitors | 310,000 tested, 3.5% active | AID 2546;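 note: Gal4-VP16 expression switched on by copper sulfate through the metallothionein promoter; potency is the fitted concentration of half-maximal effect; % is set by controls: 0 for no effect and ±100 for the full control effect; nearly all actives have a fitted effect of over 50% in size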
Rab9 promoter act – Rab9 promoter activation; Potency, µM (series often up to 9.22 µM), for the others: at the top dose activation, negative = inhibition, actives largely listed as activators; 320,000 tested, 2.8% active; Huh7 Rab9 promoter-luciferase reporter, luminescence, 24 h; note: potency is the fitted concentration of half-maximal effect; % of control where 0% means no effect; nearly all actives have a fitted effect of over 60% in size
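Steps: seed 1500 Huh7 Rab9-luc cells per well, rest 2 h at 37 °C; add compound in DMSO; incubate 24 h; add luciferase reagent, 10 min ambient; read luminescence.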
KCNH2 3.1 inh – inhibitors of human KCNH2 3.1 potassium channel isoform; U2OS KCNH2 3.1, thallium flux FluxOr; active compounds read low; activity change, % (tested at about 1.8 µM); 340,000 tested, 0.95% active;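 active = maximum activity change below -70%; inconclusive = maximum activity change from -70% to -50%; inactive = maximum activity change above -50%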;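 note: thallium influx rate constant from kinetic fluorescence after stimulation buffer; % is set by controls: 0 for no effect and ±100 for the full control effect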
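U2OS cells transduced with KCNH2 3.1 mutant virus (1.77 x 10^8 /mL, 4 h), plated overnight at 37 C, loaded 45 min with FluxOr dye plus Red40 quencher. Thallium flux rate constant from kinetic reads after stimulation buffer, normalised to controls.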
NPC1 promoter act – activators of NPC1 promoter. Potency, µM (titrated, usually from 9.22 µM), for the others: at the top dose activation, actives largely listed as activators. AID 485313. 320,000 tested, 2.4% active. Huh7 NPC1 promoter luciferase reporter, 24 h;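 note: potency is the fitted concentration of half-maximal effect; % of control where 0% means no effect; nearly all actives have a fitted effect of over 60% in size; reporter is driven by a mutant NPC1 promoter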
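Compounds in DMSO were transferred onto Huh7 NPC1-luciferase reporter cells pre-incubated 2 h; after 24 h at 37 °C, Amplite reagent was dispensed and luminescence recorded 10 min later.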
FLuc modulator – inhibits or activates purified firefly luciferase, miR-21 counter-screen. P08659. purified FLuc, Km substrates, luminescence inhibition. Potency, µM (doses to about 57.5 µM), without a hit: top-dose activity change, negative = inhibition, usual class: inhibitors. 360,000 tested, 6.9% active;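 note: potency is the fitted concentration of half-maximal effect; plate controls were vehicle for no effect and reference inhibitor for full effect; nearly all actives have a fitted effect of over 55% in size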
Target sequence (P08659 whole entry, looked up): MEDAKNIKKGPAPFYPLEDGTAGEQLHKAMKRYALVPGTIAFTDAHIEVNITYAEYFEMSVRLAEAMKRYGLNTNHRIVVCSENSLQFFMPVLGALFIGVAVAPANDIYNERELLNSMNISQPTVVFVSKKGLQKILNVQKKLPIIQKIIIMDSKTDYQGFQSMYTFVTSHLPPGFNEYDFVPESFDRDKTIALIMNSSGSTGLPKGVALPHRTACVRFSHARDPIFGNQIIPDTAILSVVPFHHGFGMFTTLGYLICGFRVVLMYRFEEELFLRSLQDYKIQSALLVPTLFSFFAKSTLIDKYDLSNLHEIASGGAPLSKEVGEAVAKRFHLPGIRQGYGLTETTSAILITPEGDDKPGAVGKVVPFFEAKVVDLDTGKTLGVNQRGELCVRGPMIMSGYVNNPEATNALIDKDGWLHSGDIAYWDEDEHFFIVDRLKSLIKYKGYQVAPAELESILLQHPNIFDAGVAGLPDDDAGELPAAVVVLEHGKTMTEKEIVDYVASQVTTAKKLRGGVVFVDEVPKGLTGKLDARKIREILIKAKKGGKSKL
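Biochemical qHTS of compounds, final roughly 60 µM downward over six points, against 10 nM purified firefly luciferase using Km concentrations of substrates (10 uM D-luciferin, 10 uM ATP) in Tris acetate pH 7.5 buffer; luminescence output.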
Tb PFK inh – blocks T. brucei phosphofructokinase. 330,000 tested, 0.17% active. AID 485367. O15648. Potency, µM (series often up to 57.5 µM), inactives show top-dose activity, negative = inhibition, usual class: inhibitors. T. brucei PFK, ADP-Glo luminescence;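 note: potency is the fitted concentration of half-maximal effect; 0% = uninhibited 1x PFK enzyme wells and -100% = no-enzyme wells; nearly all actives have a fitted effect of over 60% in size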
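1.25 nM PFK with 0.5 mM F6P and 0.1 mM ATP in 0.1 M TEA pH 8.0, 5 mM MgCl2, incubated 45 min at room temperature; ADP measured by ADP-Glo luminescence; compounds titrated up to 57 uM.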
* = called active by the depositor; u = inconclusive; x = not tested or not shown; & = joins results of further samples; [ ] = remark or other dose. Unless noted, calls come from the whole dose curve; as a rule, active = well fitted curve in the direction sought with a large enough effect; inconclusive = small, poorly fitted or top-dose-only effect, or another doubt; inactive = no such curve, though single readings can be large; an effect the other way counts as inactive or inconclusive. Rows are unselected; any-hit rate near 14%.

SMILES	uPA generation	ELG1 genotox	RORgamma inh	Giardia kill	FBPA coupling cs	VP16 counter	Rab9 promoter act	KCNH2 3.1 inh	NPC1 promoter act	FLuc modulator	Tb PFK inh
Cc1ccc(NC(=O)CN(C)C(=O)CSc2nnnn2C)cc1	4%	0%	18%	-9	1	5%	0%	-1	-2%	0%	0%
CCc1ccn2cc(-c3ccc4c(c3)OCO4)nc2c1	-17%	0.18µM*	1.1µM*	u	-10	4.5µM*	u	-14	u	0.06µM*	-11%
N#CC1=C2SCN(c3ccccc3)CN2C(=O)CC1c1c(Cl)cccc1Cl (stereo not given)	-12%	0%	16µM*	0&-21	1	u	0%	14	-1%	11µM*	-22%
COc1ccccc1N/N=C(\C#N)C(=N)N1CCOCC1	2%	0%	-21%	0	1	-2%	11%	7	3%	-6%	3%
CCN(CC)S(=O)(=O)c1cc([N+](=O)[O-])ccc1NNC(=O)Nc1ccc(Cl)c(Cl)c1	-10%	-9%	28%	2	-2	u	-8%	0	0%	-5%	u
CCN(C(=O)CN1C(=O)c2ccc([N+](=O)[O-])cc2C1=O)C1CCS(=O)(=O)C1 (stereo not given)	3%	4%	x	-1	x	x	-1%	23	0%	1%	-1%
CCCCSc1nc(O)c(C2OC(=O)c3c2ccc(OC)c3OC)c(=O)n1-c1ccccc1 (stereo not given)	-3%	-1%	-4%	2	18	0%	5%	4	7%	-4%	-8%
C=C(C)CSc1nc2c(cc1C#N)CCC2	2%	9%	29%	-3	-1	2%	8%	2	-5%	3%	-2%
COC(C[C@H](O)C[C@@H](O)[C@@H](C)OCc1ccccc1)OC	-6%	0%	-5%	-12	3	-6%	-3%	-13	-4%	0%	-2%
CC1CCCN(C(=O)COc2ccc3c(c2)OCO3)C1 (stereo not given)	-10%	u	-43%	-9	x	3%	u	-3	u	-18%	-3%
Cn1nnnc1SCC(=O)Nc1nc2c(F)c(F)c(F)cc2s1	-3%	-1%	x	0	x	x	x	0	x	x	-1%
O=C(CSc1ccc(-c2ccccn2)nn1)Nc1ccccc1	-2%	u	-23%	15	x	8%	23%	x	3%	u	0%
Cc1cc(Cl)c(S(=O)(=O)NCCC(=O)O)cc1OCC(N)=O	11%	-3%	-34%	7	2	-9%	2%	6	-1%	4%	19%
CS(=O)(=O)c1ccc(C(=O)Nc2ccccc2N2CCOCC2)c(Cl)c1	-2%	-1%	10%	7	2	3%	2%	6	-7%	1%	1%
CC(C)(C)NC(=O)CN(Cc1ccc2c(c1)OCO2)C(=O)CNC(=O)c1cccs1	x	-2%	18%	x	-1	-1%	-3%	x	2%	4%	1%
COCCOC(=O)c1[nH]c2c(c1C)C(=O)CC(c1cccs1)C2 (stereo not given)	1µM*	8%	40%	-10	-1	-2%	-10%	9	-26%	1%	-6%
COC(=O)C1Cc2ccccc2CN1C(=O)CCl (stereo not given)	-6%	-3%	-31%	-22	-2	-24%	-33%[inhibitor]	-9	1%	-2%	2%
CN(C)c1ccc(/C=C(/NC(=O)c2ccccc2)C(=O)NCCCn2ccnc2)cc1	5%	1%	25%	7	x	-2%	-1%	5	-3%	4.8µM*	0%
COc1cc2c(cc1OC)/C(=C/C(=O)c1ccc(NC(C)=O)cc1)NCC2	-8%	9%	-26%	6	-1	-3%	-3%	4	10%	17µM*	5%
NS(=O)(=O)c1cccc(NC(=O)CSc2ccccn2)c1	0%	10%	41%	4	1	13%	15%	17	19%	u	-1%
O=C(Nc1cccnc1)c1ccc(COc2ccccc2Cl)o1	-9%	1%	43%	6	-3	0%	0%	-2	0%	u	0%
CCCN1CCN(c2nc3c([nH]2)c(=N)ncn3CC(O)CO)CC1 (stereo not given)	1%	0%	0%	-3	7	3%	-4%	9	-4%	4%	-6%
CN(C)CC(=O)c1ccc(-c2ccccc2)cc1	x	-39%[inhibitor]	u	13	1	-14%	5%	-6	1%	-16%	0%
Cc1cc(C)nc(NS(=O)(=O)c2ccc(-n3cccc3)cc2)n1	-5%	5%	-3%	-16	5	-1%	1%	-15	0%	-4%[2.3 µM]	-9%
CCSc1nnc(NC(=O)CSC2=NCCS2)s1	0%	0%	u	-4	-2	-6%	10%	21	1%	u	1%
Cn1c(=O)[nH]c(=O)c2c1nc(N1CCN(CCO)CC1)n2Cc1ccccc1	-2%	x	12%	-3	-1	0%	3%	-2	-3%	2%	0%
CC[C@@]1(C(=O)OC)N[C@H](CN(C)C(=O)C2CCCCC2)[C@@H]2C(=O)N(Cc3ccccc3)C(=O)[C@@H]21	4%	0%	x	-7	x	x	x	-30	x	x	-2%
COc1ccc(C(=O)N[C@H](C(=O)OCc2cc(=O)oc3cc(C)ccc23)C(C)C)cc1	-4%	-1%	-7%	-2	1	-13%	-3%	1	-3%	u	-5%
COc1ccc(CN2CC(C(=O)NCCCN3CCN(C)CC3)CC2=O)cc1 (stereo not given)	4%	1%	20%	-5	2	-6%	2%	-3	1%	15%	-1%
CC1=C(C)C(C)=C(C#N)C(=C(C#N)C#N)N1	4%	-1%	2%	12	12	-1%	7%	4	0%	u	5%
CC(C)c1ccc([N+](=O)[O-])cc1S(=O)(=O)N1CCN(C)CC1	0%	-4%	4%	1	2	4%	-4%	8	0%	-1%	-1%
CC(NC(=O)Nc1ccc(F)cc1)C(c1cccs1)N1CCCC1 (stereo not given)	2%	-3%	5%	5	6	-2%	-1%	-8	-1%	-1%	-6%
COc1ccc(-c2cc(C(=O)NCC3CCCO3)on2)cc1OC (stereo not given)	-5%	5%	0%	11	-1	-7%	-4%	-4	-5%	-9%	0%
CC(C(=O)Nc1ccc([N+](=O)[O-])cc1)N1CCN(C/C=C/c2ccccc2)CC1 (stereo not given)	-6%	1%	15%	-8	0	-5%	-1%	16	-2%	-1%	0%
CC1CC(NC2=NCCS2)CC(C)(C)C1 (stereo not given)	-11%	-5%	-32%	28	4	3%	0%	7	1%	1%	-1%
Cc1nnsc1-c1onc(C)c1C(=O)Nc1cc(Cl)cc(Cl)c1	u	-19%	34%	-9	0	-27%	-4%	6	-2%	0%	-4%
Cc1nc2c(-c3ccc(F)cc3)c(C)nn2c(C)c1CCC(=O)N1CCOCC1	-11%	5%	25%	2	2	1%	-6%	1	-2%	4%	-3%
CCCCn1c(N)c(N(CC(C)C)C(=O)c2ccc(-c3ccc(Cl)cc3)o2)c(=O)[nH]c1=O	0%	-8%	x	3	x	x	-2%	-4	-1%	0%	2%
O=Nc1ccc(NOC(=O)c2ccc(Br)cc2)cc1	x	-2%	20%	x	x	2%	-5%	x	3%	0.076µM*	0%
Cc1cc2c(=O)n(C)c(SCC(=O)Nc3ccccc3)nc2s1	1%	12%	36%	28	0	-1%	-1%	12	-5%	-10%	-2%
CCc1cc(=O)oc2cc(C)cc(OCC(=O)NCc3ccncc3)c12	9%	0%	4%	-3	x	2%	-3%	-31	-3%	2%	1%
COC(=O)CCCC1=CC2=CC(=O)C(C)(OC(=O)c3cccs3)C(=O)C2=CN1c1ccc(OC)cc1 (stereo not given)	0%	3%	20%	2	-19&-16	-18%	-1%	9	0%	5%	-3%
CCN(CC)c1ccc(C=C2C(=O)OC3(CCCC3)OC2=O)cc1	2%	5%	3%	-4	-2	-9%	-2%	-1	-1%	u	-4%
CCN(c1ccccc1)S(=O)(=O)c1ccc(OC)c(NS(=O)(=O)c2cccs2)c1	-9%	-4%	-4%	-13	8	-3%	-2%	2	-1%	u	-3%
CCOC(=O)c1ccc(S(=O)(=O)NNC(=O)c2ccc3c(c2)nc(C)n3CC)cc1	13%	1%	22%	0	-1	-4%	1%	24	0%	-9%	-3%
COc1ccc(S(=O)(=O)Nc2nc(C(F)(F)F)cs2)cc1	4%	-8%	-10%[10 µM]	18	17	-5%	3%	-2	-3%	7%	-1%
CC(C)[C@@H]1NC(=O)N(c2ccc(Oc3ccccc3)cc2)C1=O	9%	-3%	u	40[activator]	-1	9%	7%	5	14%	-16%	-3%
O=C(COc1ccc(-n2cnnn2)cc1)Nc1ccc(F)cc1	-19%	0%	x	-1	x	x	x	7	x	x	2%
O=C(CSc1ncnc2ccccc12)Nc1cc(S(=O)(=O)N2CCCCC2)ccc1Cl	-10%	-13%	u	9	1	-5%	-2%	-3	-1%	u	-1%
Cc1occc1C(=O)N1CCN(C(c2ccccc2)c2ccccc2)CC1	-3%	-21%	-12%	5	-3	-11%	-7%	-3	0%	-36%	-19%
CCCCN1CN(Cc2ccco2)CNC1=S	-16%	-1%	13µM*	2	3	u	-8%	3	0%	0%	0%
